Compound activity from PubChem.
PAFAH2 inh = inhibitors of human PAFAH2 | actives 0.99% (n = 340,000) | Q99487 | recombinant PAFAH2, FP-rhodamine activity probe, fluorescence polarization | inhibition, % at 3.39 µM;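 active = inhibition above the mean over all tested compounds plus 3 SD, cut at about 30% in these data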;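 also: inhibitors block probe labeling of enzyme so polarization drops; 0% = enzyme with DMSO and 100% = wells lacking PAFAH2 protein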
EBNA-1 inh = blocks EBNA-1 binding to DNA; EBNA-1 DNA binding, fluorescence polarization; inhibition, % at 14.8 µM; actives 0.34% (n = 300,000); AID 1950; in the data active = inhibition above about 28%
PREPL inhibitor = inhibitors of human prolyl oligopeptidase-like enzyme PREPL. inhibition, % at 5.96 µM. recombinant PREPL, fluorescence polarization activity-based probe. AID 2751. actives 0.68% (n = 320,000); in the data active = inhibition above about 43%;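 also: 0% = enzyme with DMSO and 100% = wells lacking enzyme; many of its hits are not listed in these tables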
pPAFAH FP inh = inhibitors of human plasma PAF acetylhydrolase (pPAFAH). inhibition, % at 3.39 µM. actives 1.5% (n = 330,000). recombinant pPAFAH, FP-rhodamine probe fluorescence polarization. AID 463082. Q13093;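 active = inhibition above the mean inhibition across the screen plus 3 SD, cut at about 25% in these data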;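 also: inhibitors block binding of the rhodamine activity-based probe so polarization drops; 0% = enzyme with DMSO and 100% = wells lacking pPAFAH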
PAFAH1B2 FP inh = inhibitors of human PAFAH1B2; P68402; recombinant PAFAH1B2, FP-rhodamine activity probe, fluorescence polarization; inhibition, % at 3.39 µM; actives 1.2% (n = 340,000); AID 492953;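 active = inhibition above the mean of all tested compounds plus 3 SD, cut at about 24% in these data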;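 also: 0% = enzyme with DMSO and 100% = wells lacking PAFAH1B2; many of its hits are not listed in these tables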
LYPLA2 counter = LYPLA2 (human) inhibition in PME1 counter-screen; O95372; recombinant LYPLA2, FP-Rh probe fluorescence polarization; inhibition, % at 5.9 µM; actives 0.38% (n = 320,000); AID 2177;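 active = inhibition above the screen-wide mean plus 3 SD, limit set per campaign, cut at about 26% in these data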;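 also: 0% = LYPLA2 with DMSO and 100% = wells lacking LYPLA2 enzyme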
Target sequence (O95372 whole entry, looked up): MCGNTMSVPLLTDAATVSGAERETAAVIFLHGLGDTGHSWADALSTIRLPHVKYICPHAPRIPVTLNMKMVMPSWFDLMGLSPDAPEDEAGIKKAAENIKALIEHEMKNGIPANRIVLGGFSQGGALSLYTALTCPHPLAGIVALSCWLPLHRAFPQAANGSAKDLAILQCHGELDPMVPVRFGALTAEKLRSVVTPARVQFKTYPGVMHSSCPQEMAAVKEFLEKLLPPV
PAFAH1B3 FP inh = blocks human PAF acetylhydrolase 1B catalytic subunit 3 | Q15102 | inhibition, % at 3.39 µM | recombinant PAFAH1B3, FP-rhodamine probe, fluorescence polarization | actives 0.28% (n = 340,000);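 active = inhibition above the screen-wide average of all tested compounds plus 3 SD, cut at about 25% in these data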;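 also: 0% = enzyme with DMSO only and 100% = wells lacking PAFAH1B3 protein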
Target sequence (Q15102 whole entry, looked up): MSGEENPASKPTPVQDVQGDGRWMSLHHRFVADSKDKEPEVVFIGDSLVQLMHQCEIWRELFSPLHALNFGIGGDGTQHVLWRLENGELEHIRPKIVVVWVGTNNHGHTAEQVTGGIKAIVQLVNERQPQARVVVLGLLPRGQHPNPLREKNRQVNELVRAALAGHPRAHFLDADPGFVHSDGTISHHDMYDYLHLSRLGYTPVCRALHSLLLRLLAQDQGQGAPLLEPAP
LYPLA1 counter = LYPLA1 (human) inhibition in PME1 counter-screen | O75608 | recombinant LYPLA1, FP-Rh probe fluorescence polarization | inhibition, % at 5.9 µM | actives 0.16% (n = 320,000);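 active = inhibition above the mean of all tested compounds plus 3 SD, set per campaign, cut at about 14% in these data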;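 also: inhibitors block serine hydrolase probe labeling of LYPLA1 so polarization falls; 0% = enzyme with DMSO and 100% = wells lacking LYPLA1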
Target sequence (O75608 whole entry, looked up): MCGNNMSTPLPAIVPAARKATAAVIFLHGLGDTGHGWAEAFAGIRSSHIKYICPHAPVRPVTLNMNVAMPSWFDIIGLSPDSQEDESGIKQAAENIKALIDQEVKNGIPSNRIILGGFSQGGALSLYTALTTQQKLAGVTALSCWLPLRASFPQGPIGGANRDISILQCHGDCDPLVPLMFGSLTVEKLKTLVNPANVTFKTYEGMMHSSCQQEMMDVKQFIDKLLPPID
ZTA DNA inh = blocks Epstein-Barr virus ZTA, an EBNA-1 counter-screen; AID 2234; ZTA-DNA binding, fluorescence polarization; inhibition, % at 11 µM; actives 0.15% (n = 320,000); in the data active = inhibition above about 33%
Target sequence (P03206 whole entry, looked up): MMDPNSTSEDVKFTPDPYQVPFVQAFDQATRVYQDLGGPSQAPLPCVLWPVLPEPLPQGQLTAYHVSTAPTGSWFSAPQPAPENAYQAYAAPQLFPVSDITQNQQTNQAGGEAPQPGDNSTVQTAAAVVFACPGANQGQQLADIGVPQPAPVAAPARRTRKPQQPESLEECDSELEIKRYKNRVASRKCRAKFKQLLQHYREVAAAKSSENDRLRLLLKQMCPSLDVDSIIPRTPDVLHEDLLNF
Active calls of the source: *. The list is partial. The share of hits here may be higher or lower than overall.

Order of values – PAFAH2 inh	EBNA-1 inh	PREPL inhibitor	pPAFAH FP inh	PAFAH1B2 FP inh	LYPLA2 counter	PAFAH1B3 FP inh	LYPLA1 counter	ZTA DNA inh
- O=C(COC(=O)c1ccc2[nH]c3c(c2c1)CCCC3)Nc1ccccc1Cl
 : 32*	7	2	3	1	4	8	0	-1
- CCCc1nn2c(=O)cc(CSCC(=O)Nc3nnc(C(C)C)s3)nc2s1
 : -4	-8	25	1	-1	-6	1	2	-3
- O=[N+]([O-])c1cccc(/C=N/N2CCN(Cc3ccccc3)CC2)c1
 : 0	0	10	0	6	10	4	1	-13
- CS(=O)(=O)c1ccc(Cl)c(NC(=O)C2CCCN(C(=O)c3ccc(Cl)cc3)C2)c1 (stereo unspecified)
 : 6	-2	-4	2	6	7	8	0	2
- O=C(CSc1ncc(C(=O)O)n1-c1ccc(F)cc1)NCc1ccc2c(c1)OCO2
 : 2	2	2	3	-2	0	-1	0	7
- CCC(=O)NC1(Cc2ccc(O)cc2)CCCCC1
 : 1	-2	4	0	12	-1	6	-1	13
- CCc1ccccc1NC(=O)Nc1ccc(F)cc1F
 : -3	9	-12	-5	0	3	4	-2	-5
- CCCn1c(N)cc(=O)n(CCC)c1=O
 : 0	-8	15	-1	-2	2	6	1	1
- COc1ccccc1OCCC(=O)OCC(=O)Nc1ncc(Cl)cc1Cl
 : 15	-8	10	26*	0	-5	0	0	3
- CC(C)c1ccc(CNc2ccc3c(c2)ncn3C)cc1
 : -5	5	18	8	5	8	8	5	-11
- O=C(Cn1cnc2cc([N+](=O)[O-])ccc2c1=O)NCCc1ccc(Cl)cc1
 : -1	7	10	6	4	-2	0	-3	-8
- CCC(C)N1C(=O)S/C(=C/c2ccc(Sc3nc4ccccc4[nH]3)o2)C1=O (stereo unspecified)
 : -11	4	-12	-3	-2	-28	1	-17	-10
- Cc1cccc(NC(=O)c2ccc(S(=O)(=O)N3CCN(C)CC3)cc2)c1C
 : -3	-3	1	2	8	-5	0	-3	6
- COc1ccc(C2CC(=O)C(C=NCCCN3CCOCC3)=C(O)C2)cc1 (stereo unspecified)
 : -4	-3	17	9	3	-2	4	-2	7
- CC(C)CNC(=O)c1ccc(NC(=O)c2ccccc2[N+](=O)[O-])cc1
 : 5	2	7	-4	-6	3	2	-1	0
- Cn1c2c(c(=O)n(C)c1=O)CN(Cc1ccc3c(c1)OCO3)CN2
 : 0	0	-5	1	-3	4	-6	0	4
- CCSc1nc2sc3c(c2c(=O)n1-c1ccc(OC)cc1)CCN(C)C3
 : -6	-14	17	-9	7	-2	-4	-2	10
- CC(=O)Nc1ccc(NC(=O)CSc2nc(N)c(NC(=O)c3ccccc3F)c(=O)[nH]2)cc1
 : 7	10	2	13	3	-1	5	0	1
- CC(C)N1C(=O)CCC1C(=O)NCc1ccc(F)cc1Cl (stereo unspecified)
 : 1	-9	8	-4	8	3	8	-1	3
- COCCCNC(=O)c1ccccc1NS(C)(=O)=O
 : 0	1	-12	-2	-2	-3	2	-2	2
- Cc1cccc2nc(Cn3c(=O)n(CCCC(=O)NCc4ccco4)c(=O)c4ccccc43)cc(=O)n12
 : -6	-5	-11	3	-1	-2	-3	-1	-1
- CCCc1cc(-c2[nH]ncc2-c2ccc3c(c2)OCCCO3)c(O)cc1O
 : 3	1	3	9	4	-6	13	-4	19
- COC(=O)C1CC(O)CN1C(=O)Nc1cccc(C(F)(F)F)c1 (stereo unspecified)
 : 0	-11	13	-5	-9	-3	3	0	2
- O=C(COC(=O)c1ccccc1Cl)Nc1nccs1
 : -1	25	7	0	-1	2	6	1	-3
- Cc1ccc(C(=O)/C=C/c2ccc(F)cc2)o1
 : -2	1	-2	-2	8	3	8	2	0
- Cn1cc(CN2CCN(c3ccccc3)CC2)c2ccccc21
 : 0	3	22	4	8	-1	15	0	5
- O=C(c1ccc(S(=O)(=O)Nc2ccccc2F)cc1)N1CCCCCC1
 : -5	6	2	2	5	8	4	-1	16
- Cc1cc(-c2ccccc2)nc2cc(C(=O)OC(C)C)nn12
 : -1	-4	-2	-3	-2	3	1	1	-9
- Cc1cc(=O)oc2c(C)c(OCC(=O)NCCCN3CCCC3=O)ccc12
 : -1	-1	8	4	-4	2	-1	0	10
- COc1ccc(CC(=O)Nc2ccc(-c3csc(C)n3)cc2)cc1
 : -3	11	2	-3	-1	-4	2	-4	-12
- CCN(CC)S(=O)(=O)c1ccc(C(=O)NCCSc2c[nH]c3ccccc23)cc1
 : 7	-1	9	0	-3	1	4	-3	-6
- CCOC(=O)N1CCC(N2CCCC(C(=O)c3ccc4cc(OC)ccc4c3)C2)CC1 (stereo unspecified)
 : 5	1	9	2	7	1	-4	0	-3
- CC(=O)Oc1cccc(C(=O)Nc2ccccc2C(=O)N2CCCC2)c1
 : 0	3	3	-1	-5	4	2	1	7
- CCN(Cc1ccncc1)Cc1nc(Cc2ccccc2Cl)no1
 : -2	6	15	1	2	3	0	3	-5
- COc1cccc(NC(=O)CN(C)C(=O)Cc2ccc(Cl)cc2Cl)c1
 : -6	3	6	3	4	-2	11	0	-2
- CCc1nn(C(C)C(=O)NCCc2ccc(OC)c(OC)c2)c(=O)c2cc3occc3n12 (stereo unspecified)
 : -9	-6	2	3	0	10	0	3	0
- COc1ccc(OCCSc2ncnc3nc[nH]c23)cc1
 : 8	6	10	1	4	7	-6	0	2
- C/C(=N\N=C1/SC(CC(=O)O)C(=O)N1c1ccccc1)c1ccc(C)cc1 (stereo unspecified)
 : 5	13	-2	3	9	1	1	2	11
- CCS(=O)(=O)c1ccc2c(c1)N(S(=O)(=O)c1ccc(OC)cc1)CC(C(=O)O)O2 (stereo unspecified)
 : -1	13	1	1	2	3	2	-4	11
- Cc1ccc(C2C(C#N)=C(N)N(c3cccnc3)C3=C2C(=O)CCC3)c(C)c1 (stereo unspecified)
 : 3	-14	7	-5	6	-4	10	-6	-5
- COC(=O)c1c(NC(=O)CN2CCC3(O)CCCCC3C2c2ccc(F)cc2)sc(C)c1C (stereo unspecified)
 : -8	2	8	0	0	-10	1	-2	-15
- O=C(NCCc1nc2ccc(Cl)cc2[nH]1)C1CCC(=O)N(Cc2cccc(F)c2)C1 (stereo unspecified)
 : 2	0	0	5	0	-3	-2	1	-3
- Cc1ccc(C2C3=C(CC(C)(C)CC3=O)Nc3n[nH]c(C)c32)cc1 (stereo unspecified)
 : 3	4	20	3	-1	-4	-2	-1	-1
- CC(=O)Nc1cccc(N2C(=O)CC(N3CCC(C(=O)N4CCCCC4)CC3)C2=O)c1 (stereo unspecified)
 : 0	-3	0	1	3	-2	0	-2	7
- CC1(C)Cc2c(sc3nc(SCC(=O)O)nc(N)c23)CO1
 : -11	0	-2	1	7	-9	9	-4	-1
- COc1cccc(NC(=O)[C@@H]2CCC(=O)N2C2OC(=O)c3ccccc32)c1 (stereo partly specified)
 : -6	3	5	8	-1	11	-3	3	2
- O=C(Cc1c(F)cccc1Cl)Nc1ccon1
 : 0	9	0	-1	2	2	1	2	0
- COc1ccc(-n2c(SCc3ccc([N+](=O)[O-])cc3)nnc2-c2ccccc2)cc1
 : -4	11	15	3	-4	0	12	-2	18
- CCOC1Cc2ccccc2N(C(N)=O)c2ccccc21 (stereo unspecified)
 : 0	-7	3	1	0	3	-1	4	5
- COCC(=O)Nc1cc(C(=O)OC)cc(C(=O)OC)c1
 : -5	-3	10	1	4	4	-6	-1	0
- CCOc1cc(C(=O)Nc2ccc(F)cc2)cc(Br)c1OC
 : 7	-3	-1	-4	0	-6	-5	-5	-1
- COc1cccc(-c2nc(CSCC(=O)NCC3CCCO3)c(C)o2)c1 (stereo unspecified)
 : -1	-17	12	-1	3	6	7	0	2
- O=C(CCc1ccc(S(=O)(=O)NCCc2ccccc2)cc1)Nc1ccc2c(c1)OCO2
 : -2	12	9	18	4	3	8	-5	-2
- CCOC(=O)Cn1c(S(=O)(=O)Cc2ccccc2Cl)nc(-c2ccccc2)c1-c1ccccc1
 : 8	2	-10	3	6	4	2	-1	4
- CCCn1cc(CN2CCC(n3nccc3NC(=O)c3ccccc3)CC2)c(C)n1
 : 3	1	-2	-3	-1	5	-1	-1	3
- CC(C(=O)N1CCCCC1)N(C)CC(=O)Nc1ccc(Cl)cc1 (stereo unspecified)
 : -2	0	-8	2	6	3	3	0	22
- O=C(Nc1ccccc1N1CCN(C(=O)c2ccccc2)CC1)c1cccc(Cl)c1
 : -3	-5	11	-3	-3	1	8	0	5
- O=C(c1ccco1)N1CCCSC1=Nc1ccccc1
 : 5	-1	-4	7	1	0	5	1	2
- COc1ccc(C)cc1S(=O)(=O)Nc1ccc(F)c(Cl)c1
 : -4	-1	3	5	5	2	5	2	10
- C=C1CCN([C@@H](CC(C)C)C(=O)O)S(=O)(=O)c2ccccc21
 : 3	1	-8	-5	5	4	6	-1	8

Profiles, quoted from the list. Order of screens: PAFAH2 inh, EBNA-1 inh, PREPL inhibitor, pPAFAH FP inh, PAFAH1B2 FP inh, LYPLA2 counter, PAFAH1B3 FP inh, LYPLA1 counter, ZTA DNA inh
CC(C)c1ccc(CNc2ccc3c(c2)ncn3C)cc1 is listed as -5, 5, 18, 8, 5, 8, 8, 5, -11
CC(=O)Nc1ccc(NC(=O)CSc2nc(N)c(NC(=O)c3ccccc3F)c(=O)[nH]2)cc1 is listed as 7, 10, 2, 13, 3, -1, 5, 0, 1
COc1ccccc1OCCC(=O)OCC(=O)Nc1ncc(Cl)cc1Cl is listed as 15, -8, 10, 26*, 0, -5, 0, 0, 3
COc1ccc(-n2c(SCc3ccc([N+](=O)[O-])cc3)nnc2-c2ccccc2)cc1 is listed as -4, 11, 15, 3, -4, 0, 12, -2, 18

Next records follow:
Order of values – PAFAH2 inh	EBNA-1 inh	PREPL inhibitor	pPAFAH FP inh	PAFAH1B2 FP inh	LYPLA2 counter	PAFAH1B3 FP inh	LYPLA1 counter	ZTA DNA inh
- COc1cccc(/C=N/Nc2nc(N3CCCC3)nc(N3CCCC3)n2)c1O
 : 12	-6	34	11	3	0	2	-3	0
- Oc1ccccc1C=Nc1cccc2ccccc12
 : 1	5	-4	6	3	2	0	0	7
- C=CCc1c(OC)ccc2c1c(S(=O)(=O)c1ccc(C)cc1)cn2COC
 : -11	-11	6	9	2	-9	-3	-2	3
- Cn1c(-c2ccc(F)cc2)cnc1NCc1cccc([N+](=O)[O-])c1
 : 5	-4	11	2	8	-2	14	1	-2
- CCOc1ccc2[nH]c(=O)c(CN(Cc3ccccc3)C(=O)N3CCCC3)cc2c1
 : -2	1	3	-1	1	1	3	3	4
- Cc1nnc(N2CCCC(C(=O)NCc3ccc(OC(C)C)cc3)C2)c2nn(-c3ccccc3)c(C)c12 (stereo unspecified)
 : -7	-15	26	4	-2	2	-7	-2	-1
- Cc1cc(C)c2nc(N3C(=O)C(O)=C(C(=O)c4ccco4)C3c3ccco3)sc2c1 (stereo unspecified)
 : 28	14	44*	14	3	-17	7	-15	17
- Cc1cc(NS(=O)(=O)c2ccc(NC(=O)/C=C/c3ccccc3)cc2)no1
 : -2	4	2	-2	3	7	4	1	13
- CCCOc1ccc(S(=O)(=O)N2CCCC2)cc1[N+](=O)[O-]
 : 11	4	-7	0	0	1	0	-1	-3
- C=CCOc1ccn(C)c(=O)n1
 : -11	-1	15	4	1	2	-1	1	-1
- Cc1ccc(CN2C(=O)c3ccccc3NC2c2cc(Br)ccc2O)cc1 (stereo unspecified)
 : -19	3	1	-6	-2	-21	-2	-18	-2
- COC(=O)c1ccc(-c2ccc(CNCC(O)c3ccccc3)o2)cc1 (stereo unspecified)
 : -6	2	-8	4	6	-2	7	-1	6
- COc1cccc(NC(=S)N(CCc2c(C)[nH]c3ccccc23)Cc2ccco2)c1
 : -8	-9	-6	5	0	-6	9	-2	-10
